High-throughput results (PubChem BioAssay)
eIF4E-4G inh = eIF4E–eIF4G protein interaction inhibitors, primary screen, biochemical, uHTS, TR-FRET, eIF4GI fragment. TR-FRET eIF4E-eIF4GI(517-606) binding, 2 h. 0.37% of 220,000 active. Eukaryotic translation initiation factor 4E (Mus musculus) + Eukaryotic translation …. inhibition, % at 21.7 µM;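 active = inhibition above about 30%, limit read from the data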;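 also: 0% = full FRET control wells and 100% = background wells lacking eIF4GI fragment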
MDM2 E3 inh = MDM2-luciferase reporter signal enhancers, primary screen, MDM2 E3 ligase inhibitor project, cell-based, luminescence, 1536-well; AID 1230, 2008; E3 ubiquitin-protein ligase Mdm2 (Homo sapiens), Q00987; cell-based MDM2 ubiquitination luciferase reporter, 2 h; 0 = plate control, 100 = twice control, blank-subtracted; signal enhancement, % at 5 µM; 0.11% of 210,000 active;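 active = signal enhancement of 30% or more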;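 also: luminescence tracks abundance of the self-degrading MDM2-luciferase fusion protein; higher signal means inhibition of MDM2 E3 ligase activity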
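test system = mammalian cells stably expressing self-ubiquitinating, self-degrading MDM2 E3–luciferase fusion | quantity = 2000 cells/well | incubation = cell settling 4 h, compound treatment 2 h, both 37 °C | signal = luminescence with SteadyLite reagent, 15 min at room temperature | evaluation = % enhancement relative to plate controls after blank subtraction | benchmarks = plate controls and plate blanks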
Wee1 stabilizer = Wee1 degradation inhibitors, primary screen, cell-based, HeLa, Wee1K328M-luciferase, luminescence. Wee1-like protein kinase (Homo sapiens), P30291. HeLa Luc-Wee1K328M stability; 100% = proteasome inhibitor MG132 effect. reporter increase, % at 5 µM. 1.2% of 220,000 active. AID 1321, 2008;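 active = activation above the mean of all tested compounds plus 3 SD, set per screening run, cut at about 8.8% in these data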;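 also: cells exposed to compound for 20 h before luminescence read; 0% = DMSO alone and 100% = MG132 at 30 µM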
Target sequence (P30291 whole entry K328M): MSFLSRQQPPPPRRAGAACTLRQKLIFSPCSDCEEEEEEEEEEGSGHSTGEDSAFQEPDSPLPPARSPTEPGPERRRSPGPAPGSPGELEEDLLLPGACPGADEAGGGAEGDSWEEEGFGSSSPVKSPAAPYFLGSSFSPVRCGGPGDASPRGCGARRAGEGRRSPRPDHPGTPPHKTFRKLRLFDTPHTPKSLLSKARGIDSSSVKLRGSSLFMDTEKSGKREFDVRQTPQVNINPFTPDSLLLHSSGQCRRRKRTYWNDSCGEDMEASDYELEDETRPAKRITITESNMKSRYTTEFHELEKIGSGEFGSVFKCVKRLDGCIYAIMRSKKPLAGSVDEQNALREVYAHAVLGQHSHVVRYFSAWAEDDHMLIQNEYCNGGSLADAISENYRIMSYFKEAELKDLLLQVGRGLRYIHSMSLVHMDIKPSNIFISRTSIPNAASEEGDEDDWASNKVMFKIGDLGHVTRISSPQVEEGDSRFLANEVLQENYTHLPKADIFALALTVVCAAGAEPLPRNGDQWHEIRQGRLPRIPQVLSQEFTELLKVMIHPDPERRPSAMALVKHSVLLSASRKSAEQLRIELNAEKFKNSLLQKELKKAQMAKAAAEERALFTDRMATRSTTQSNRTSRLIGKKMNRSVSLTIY
BaF3 tox = parental Ba/F3 cell viability inhibition, counter-screen for JAK2V617F inhibitor project, murine pro-B, CellTiter-Glo luminescence; 1.1% of 220,000 active; inhibition, % at 5.6 µM; CellTiter-Glo ATP luminescence; AID 1486, 2009;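 active = inhibition above a per-campaign cutoff, the mean inhibition of all tested compounds plus 3 SD, cut at about 27% in these data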;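 also: 0% = DMSO wells and 100% = JAK Inhibitor I control wells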
S1P4 agonist = S1P4 receptor agonists, primary screen, cell-based; Sphingosine 1-phosphate receptor 4 (Homo sapiens), O95977; S1P4-expressing cell line, agonist reporter assay; activation, % at 4.98 µM; 0.35% of 220,000 active; AID 1509, 2009; in the data active = activation above about 11%;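 also: 0% = DMSO vehicle and 100% = reference agonist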
Target sequence (O95977 whole entry, looked up): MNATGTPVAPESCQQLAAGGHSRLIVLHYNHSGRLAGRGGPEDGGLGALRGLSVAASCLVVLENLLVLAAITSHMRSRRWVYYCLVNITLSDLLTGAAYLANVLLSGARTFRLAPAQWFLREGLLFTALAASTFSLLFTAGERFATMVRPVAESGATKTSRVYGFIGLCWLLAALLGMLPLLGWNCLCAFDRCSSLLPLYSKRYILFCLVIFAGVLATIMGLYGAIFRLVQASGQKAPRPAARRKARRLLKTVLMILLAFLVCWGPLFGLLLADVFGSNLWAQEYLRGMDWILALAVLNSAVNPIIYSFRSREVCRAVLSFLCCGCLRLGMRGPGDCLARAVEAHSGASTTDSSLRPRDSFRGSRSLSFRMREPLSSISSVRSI
S1P4 antag = S1P4 receptor antagonists, primary screen, cell-based. Sphingosine 1-phosphate receptor 4 (Homo sapiens), O95977. S1P4-expressing cells, antagonist mode, reporter read-out. inhibition, % at 4.98 µM. 0.26% of 220,000 active; in the data active = inhibition above about 29%;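 also: 0% = wells stimulated with agonist and 100% = vehicle wells without agonist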
PERK inhibitor = block of dimerizer-induced PERK translation repression, primary screen, PERK inhibitor project, CHO PERK-DD cells, SEAP luminescence, HTS; Eukaryotic translation initiation factor 2-alpha kinase 3 (Homo sapiens), Q9NZJ5; CHO PERK-DD fusion, SEAP luminescence translation reporter; inhibition, % at 5.6 µM; 0.17% of 220,000 active; AID 1416, 2008;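 active = inhibition above the mean inhibition of all tested compounds plus 3 SD, set separately per screening campaign, cut at about 2.9% in these data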;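 also: PERK kinase domain activated by AP20187 dimerizer at 100 nM; 0% = DMSO with dimerizer and 100% = rapamycin at 8.4 µM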
Ba/F3 V617F tox = reduced viability of JAK2V617F-dependent Ba/F3 cells, primary screen, JAK2V617F inhibitor project, cell-based, Ba/F3 EpoR-JAK2V617F, luminescence. ATP luminescence. inhibition, % at 5.6 µM. 1.1% of 220,000 active. AID 1446, 2008;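 active = inhibition above the campaign mean plus 3 SD over all tested compounds, cut at about 24% in these data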;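 also: cytokine-independent growth of Ba/F3 cells driven by EpoR plus mutant JAK2; 0% = DMSO-treated cells and 100% = JAK inhibitor I control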
NPY2 pot ag = NPY-Y2 potentiators or agonists, primary screen, cell-based; AID 1359, 2008; cells expressing NPY-Y2, potentiator/agonist read-out; activation, % at 3.6 µM; 0.45% of 220,000 active; Neuropeptide Y receptor type 2 (Homo sapiens), P49146; in the data active = activation above about 27%;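 also: cells stimulated with NPY near EC25 plus isoproterenol at EC100; 0% = vehicle plus submaximal agonist and 100% = vehicle plus saturating agonist; some results beyond the cut were filed as inactive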
* marks the source's active call; other numbers are inactive results; . = not tested or not shown; [ ] = dose if it differs, or a comment.

The opening two entries (preview)
SMILES | eIF4E-4G inh | MDM2 E3 inh | Wee1 stabilizer | BaF3 tox | S1P4 agonist | S1P4 antag | PERK inhibitor | Ba/F3 V617F tox | NPY2 pot ag
Cc1cc(C)c(NC(=O)c2cc(C(=O)O)ccc2C(=O)O)c([N+](=O)[O-])c1 | -2 | 1 | -2 | 8 | -0.7 | -7 | 0.4 | 3 | -8
CC(OC(=O)c1cc(=O)[nH]c2ccccc12)C(=O)c1ccccc1 (centres undefined) | 7 | -8 | -2 | 5 | -1.1 | -22 | 0.8 | -3 | 2

This part in full (from the top)
SMILES | eIF4E-4G inh | MDM2 E3 inh | Wee1 stabilizer | BaF3 tox | S1P4 agonist | S1P4 antag | PERK inhibitor | Ba/F3 V617F tox | NPY2 pot ag
Cc1cc(C)c(NC(=O)c2cc(C(=O)O)ccc2C(=O)O)c([N+](=O)[O-])c1 | -2 | 1 | -2 | 8 | -0.7 | -7 | 0.4 | 3 | -8
CC(OC(=O)c1cc(=O)[nH]c2ccccc12)C(=O)c1ccccc1 (centres undefined) | 7 | -8 | -2 | 5 | -1.1 | -22 | 0.8 | -3 | 2
CCOc1c(S(=O)(=O)NC2CC(C)(C)NC(C)(C)C2)ccc(Cl)c1Cl | -3 | -10 | 0 | 8 | 0.5 | -11 | -0.3 | 4 | -9
CCCn1c(SC(C(=O)Nc2cc(C)ccc2OC)c2ccccc2)nc2ccccc2c1=O (centres undefined) | -5 | -11 | -4 | 5 | 0.8 | -8 | 1.1 | 3 | 2
Cc1ccc(N2CCN(CCc3nc4cc(NS(C)(=O)=O)ccc4n3C)CC2)cc1 | -3[fluorescence artefact?] | -23 | 3 | -2 | 0.0 | -13 | -0.5 | -2 | 15
COc1ccc([N+](=O)[O-])cc1NC(=O)c1cn(-c2ccc(C)c(C)c2)c(=O)c2ccccc12 | 0 | -10 | -1 | 6 | 0.6 | -11 | 1.3 | -1 | 14
COc1ccccc1C(=O)OCCNC(=O)Cn1cnc2c1c(=O)n(C)c(=O)n2C | -1 | -9 | 0 | 9 | 2.3 | -8 | 0.3 | 5 | -13
O=C(O)c1ccc(-n2nnnc2Oc2cccc3cccnc23)cc1 | -2 | -15 | 0 | 2 | -0.8 | 8 | 1.6 | 0 | 4
Cc1ccc(NC(=O)c2nnn(-c3cc(C)cc(C)c3)c2N)cc1 | -3 | -12 | -2 | 2 | 2.4 | 13 | -1.3 | 1 | -9
CC(=O)Nc1c(C(=O)NCc2ccccc2)nnn1Cc1ccccc1 | -2 | -2 | -4 | 0 | 1.2 | -16 | 0.8 | -2 | -5
Cc1ccnc(NC(=O)COC(=O)c2ccc(F)cc2F)n1 | 14 | -7 | 1 | 0 | 1.0 | 10 | 1.3 | 2 | -12
COc1ccc(-c2cc(C(=O)Nc3cc(C)nn3-c3ccccc3)no2)cc1OC | -3 | 9 | -3 | -4 | 1.0 | -10 | 1.6 | -2 | 5
Cc1cccnc1NC(=O)c1ccccc1NC(=O)C(C)(C)C | 5 | -4 | 4 | -3 | 1.6 | -18 | -0.4 | -5 | 20
C=COCCNC(=S)N1CCOCCOCCN(C(=S)NCCOC=C)CCOCC1 | 0 | -18 | 5 | 6 | 1.9 | -17 | 0.1 | 0 | 10
Cc1ccc2nc(NC(=O)CN(C)S(=O)(=O)c3ccc(Br)s3)sc2c1 | -12 | -13 | 3 | 2 | -1.1 | 12 | -0.3 | -4 | 6
CC(C)OC(=O)CSc1nc(N)c(C#N)c(-c2cccs2)c1C#N | -13 | -19 | -1 | 6 | -0.3 | 1 | -1.2 | 6 | -2
O=C(NNC(=O)c1ccccc1-c1ccccc1C(=O)O)c1cccc([N+](=O)[O-])c1 | 2[fluorescence artefact?] | -2 | -3 | 6 | -1.5 | -8 | 1.2 | 4 | -12
COc1cc2c(cc1NC(=O)CSc1nc3ccccc3[nH]1)oc1ccccc12 | -3 | -4 | -2 | 0 | -1.1 | -4 | -1.2 | 1 | -30
Cc1ccc(-c2c(C#N)c(N)nc3c2CCCCC3)cc1 | -2 | -18 | -1 | 5 | -0.4 | -18 | -0.2 | 2 | 6
CCOC(=O)N1CCN(C(=O)c2cccc(OC)c2O)CC1 | -2 | -13 | -2 | 2 | -2.8 | 5 | 0.8 | 0 | -16
CCOc1ccccc1NC1=C(Cl)C(=O)N(c2ccc(OC)cc2)C1=O | 15 | 6 | 3 | 3 | 0.7 | 5 | 1.7 | -2 | 1
COc1ccc(-c2nnc3ccc(SCC(=O)NCc4ccco4)nn23)cc1 | 3[fluorescence artefact?] | . | 1 | 3 | 1.5 | 5 | 0.4 | -2 | 2
COc1ccccc1Cn1c(=S)[nH]c2cc(C(=O)NCCN3CCOCC3)ccc2c1=O | 0 | 5 | -3 | 11 | 0.4 | -8 | 0.4 | 6 | -11
CCCNC(=O)C(=O)N/N=C/c1cccs1 | 0 | -5 | -1 | 6 | 2.1 | -6 | 0.9 | -1 | 5
CC(=O)N1N=C(c2cccc([N+](=O)[O-])c2)OC1c1ccc(Br)cc1 (centres undefined) | -2 | -13 | 1 | 2 | -0.7 | -4 | 0.3 | -2 | 0
CCN(CC)c1ccc(NC(=O)c2nc3nc(C)cc(C(F)F)n3n2)cc1 | -1 | -5 | 0 | 0 | 1.9 | -12 | -0.1 | -4 | 16
O=C(CN1C(=O)c2ccccc2C1=O)NCCc1c[nH]c2ccc(Cl)cc12 | 1 | -10 | 3 | 13 | -0.6 | -22 | -0.3 | 6 | 5
COC(=O)c1ccc(OC)c(-c2c(OC)cc(OC)cc2OC)c1 | 9 | 8 | -2 | 4 | 1.7 | -1 | -1.0 | -1 | 1
COc1ccc(OC)c(C(C)NC(C)=O)c1 (centres undefined) | -11[fluorescence artefact?] | -19 | -1 | 3 | 1.0 | 1 | 0.7 | 4 | 3
CCP(=O)(CC)C(C)(C)CP(=O)(c1ccccc1)c1ccccc1 | 4 | -10 | 1 | 6 | 0.7 | -8 | 1.2 | 0 | -9
CC(C)N=C(NC#N)SCc1ccc(Br)cc1 | -7 | -4 | 3 | 8 | -0.5 | -7 | 1.7 | -2 | 5
CC1(C)SC[C@H](C(=O)Nc2cccc(Cl)c2)N1C=O | -3 | -4 | 4 | 0 | 0.1 | -5 | 0.3 | -1 | -5
COc1cc(C=O)c(Br)cc1OCC(=O)NCc1ccccc1 | -2 | -18 | -5 | 4 | -1.3 | -3 | 1.4 | 1 | -14
COc1cccc2c(C)c(C(=O)O)[nH]c12 | 12 | -26 | 0 | 7 | 0.0 | -13 | 1.1 | -2 | 11
N#C/C(=C\Nc1ccc(Cl)cc1)S(=O)(=O)c1ccccn1 | 3 | -22 | 1 | 2 | -0.4 | -5 | 0.6 | -1 | -27
Cc1ccc(S(=O)(=O)N(C)C)cc1NC(=O)CCc1ccccc1 | 4 | -10 | 2 | 0 | 1.2 | 4 | 0.0 | 3 | -18
CCOc1ccc(S(=O)(=O)n2nnc3ccccc32)cc1C(C)C | -5 | -7 | -1 | 0 | 1.4 | -13 | 1.5 | -4 | 3
COc1ccc(/C=N/Nc2nncc3ccccc23)c(OC)c1 | 4 | -7 | 8.9* | 2 | 1.4 | 9 | -0.6 | 3 | 5
COc1cc(OC)cc(C(=O)Nc2ccc(S(=O)(=O)Nc3cc(C)nc(C)n3)cc2)c1 | 3 | -9 | -1 | 4 | -2.9 | -2 | -0.3 | 0 | 3
CCOc1c2ccc(C(=O)NCc3ccc(C(F)(F)F)cc3C(F)(F)F)cc2nn1C | 12 | -3 | 1 | -1 | 0.8 | -8 | -0.4 | -2 | 0
Cc1cccc(NC(=O)CSc2nsc(SCC(=O)Nc3cccc(C)c3)c2C#N)c1 | 3[fluorescence artefact?] | -13 | 2 | 6 | -0.1 | -13 | 0.7 | 5 | 11
COc1ccc(C(=O)N/N=C(\C)CC(=O)Nc2ccc3c(c2)OCO3)cc1 | -3 | -6 | -1 | -3 | 0.5 | -18 | 0.1 | -1 | -13
Cc1nc(NC(=O)C23CC4CC(CC(C4)C2)C3)sc1Cc1ccc2c(c1)OCO2 | 0[fluorescence artefact?] | -12 | -1 | 7 | 0.0 | 0 | 0.3 | -2 | 4
COc1ccc(NC(=O)c2ccccc2)c([N+](=O)[O-])c1 | 0 | 0 | 0 | 1 | 0.5 | -6 | -0.1 | 2 | -1
COc1ccc(N2CCN(CCNC(=O)C3CC(=O)N(C4CCCC4)C3)CC2)cc1 (centres undefined) | -1 | -12 | -1 | 4 | 3.2 | -4 | -0.6 | 2 | 6
CC(=O)N1CCN(C(=O)c2ccc(Oc3ccccc3)cc2)CC1 | 3 | -4 | -1 | 1 | -1.6 | 7 | 0.7 | -1 | 3
Cc1ccc(SCCNC(=S)Nc2ccc(C)c(C)c2)cc1 | 0 | -12 | 3 | 7 | -0.6 | -5 | 0.3 | -1 | -19
CCOc1ccc(NC(=S)NCc2ccc3c(c2)OCO3)cc1 | 6 | -9 | 8 | 0 | 0.8 | -18 | -0.1 | 4 | -11
CCOC(=O)N1CCN(C(=O)CSc2ccc(-c3ccccc3)nn2)CC1 | 0 | -9 | -2 | 6 | -0.8 | -25 | 1.4 | 3 | 0
CCCCNCCCOc1ccc(C)cc1Br | 0 | -1 | 3 | 8 | 1.8 | -6 | 0.3 | 4 | -11
CC(=O)N[C@@H](Cc1c[nH]c2ccccc12)C(=O)OCC(=O)Nc1ccc(S(=O)(=O)N(C)C)cc1 | -4 | -4 | -3 | 2 | -0.3 | -9 | 1.1 | -2 | 13
Cc1nc2cc(C(F)(F)F)ccc2n1C1CCN(CC(=O)N2CCCC2)CC1 | 3 | -7 | 8 | 7 | 1.5 | 14 | -0.2 | 3 | -5
CCn1c(NC(=O)C(C)C)c2ccccc2nc1=O | 6 | -4 | 2 | -4 | -1.9 | 6 | -0.2 | -4 | 4
CCOc1ccc(-c2n[nH]c(C(=O)NN)c2C)cc1 | -1 | -16 | 1 | 6 | 0.0 | -5 | 0.1 | 2 | 4
Cc1onc(-c2ccccc2)c1-c1nc2ccccc2c(=O)o1 | 2[fluorescence artefact?] | -2 | 1 | 2 | 0.6 | -2 | -0.2 | -2 | -9
COc1cccc(-c2nc(CS(=O)CC(=O)NC3CC3)c(C)o2)c1 (centres undefined) | 0 | -8 | 0 | 8 | 1.1 | -6 | -0.2 | -3 | 5
O=C(NC(=S)Nc1cc(Cl)ccc1O)c1cccc(Br)c1 | 6 | -5 | 1 | 1 | -0.2 | 5 | 0.5 | -7 | 21
NNC(=O)COc1ccc(C(F)(F)F)cc1 | 1 | -11 | -3 | 1 | 3.1 | -8 | 0.5 | 4 | -12
CSC1=NCCN1C(=O)Cc1ccc(F)cc1 | 7[fluorescence artefact?] | -16 | -3 | 0 | 4.0 | -12 | 0.5 | -3 | 3
